Screens deposited in PubChem BioAssay by National Center for Advancing Translational Sciences (NCATS).
Pol kappa inh = inhibitors of human DNA polymerase kappa; Q9UBT6; purified Pol kappa, fluorescent DNA synthesis assay, 10 min; Potency, µM (series often up to 107 µM), for inactives: at the highest dose activity, negative = inhibition, hits mostly inhibitors; 400,000 tested, 0.53% active; AID 588579; also: % is scaled to controls: 0 for no effect and ±100 for the full control effect
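50 nM final substrate added after 15 min RT preincubation of 10 nM Pol kappa with compound; fluorescence read at 0 and 10 min.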
BAZ2B block = blocks human BAZ2B; AID 504333; Potency, µM (series often up to 114 µM), for the others: at the highest dose activity change, negative = inhibition, usual class: inhibitors; AlphaScreen BAZ2B-H3K14Ac peptide displacement; 360,000 tested, 4.4% active; Q9UIF8; also: % is scaled to controls: 0 for no effect and ±100 for the full control effect; nearly all actives have a fitted effect of over 60% in size
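AlphaScreen displacement: compounds (up to 110uM) incubated 30 min at room temperature with a preformed 50 nM BAZ2B/50 nM biotinylated H3K14Ac peptide complex in PBS pH 7.4 with Tween-20. Donor and acceptor beads at 10 ug/mL final added, 20 min light-protected before reading.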
POLB inh = inhibitors of human DNA polymerase beta; Pol beta primer extension/strand displacement, fluorescence kinetic; Potency, µM (doses to about 114 µM), inactives show at the top dose activity change, negative = inhibition, hits mostly inhibitors; 340,000 tested, 1.3% active; also: % is scaled to controls: 0 for no effect and ±100 for the full control effect
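Human Pol beta at 10 nM; strand-displacement substrate 50 nM final. Compound exposure 15 min at room temperature before start, reaction 10 min at room temperature.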
Pol iota inh = blocks human DNA polymerase iota activity. Q9UNA4. Pol iota fluorescent replication assay, 10 min. Potency, µM (series often up to 115 µM), for inactives: at the top dose activity, negative = inhibition, most hits filed as inhibitors. 390,000 tested, 1% active. AID 588590
Target sequence (Q9UNA4 whole entry, looked up): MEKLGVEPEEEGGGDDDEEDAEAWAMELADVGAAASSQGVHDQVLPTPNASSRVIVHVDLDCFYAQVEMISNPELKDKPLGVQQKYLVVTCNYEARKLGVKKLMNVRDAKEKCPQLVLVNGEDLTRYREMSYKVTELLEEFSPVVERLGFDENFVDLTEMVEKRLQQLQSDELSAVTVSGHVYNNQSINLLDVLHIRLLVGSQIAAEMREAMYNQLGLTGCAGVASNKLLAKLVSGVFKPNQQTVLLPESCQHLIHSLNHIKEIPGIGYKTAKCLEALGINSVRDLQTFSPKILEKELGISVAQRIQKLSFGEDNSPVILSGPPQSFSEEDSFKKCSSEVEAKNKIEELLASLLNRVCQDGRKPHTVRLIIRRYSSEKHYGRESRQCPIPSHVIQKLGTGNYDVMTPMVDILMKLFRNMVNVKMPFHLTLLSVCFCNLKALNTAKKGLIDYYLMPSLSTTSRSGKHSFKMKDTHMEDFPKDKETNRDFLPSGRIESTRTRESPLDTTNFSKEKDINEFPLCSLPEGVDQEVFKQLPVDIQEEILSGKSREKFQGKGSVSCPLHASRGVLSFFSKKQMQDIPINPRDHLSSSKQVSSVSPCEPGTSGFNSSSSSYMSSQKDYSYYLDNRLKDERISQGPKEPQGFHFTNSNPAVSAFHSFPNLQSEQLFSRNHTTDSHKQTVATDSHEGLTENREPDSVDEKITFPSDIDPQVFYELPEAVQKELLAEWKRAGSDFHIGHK
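Fluorescent replication assay read twice, at 0 min and 10 min after adding 50 nM (final) substrate. Enzyme (10 nM) and compounds were first incubated 15 min at room temperature; enzyme-free buffer wells were negative controls.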
APE1 inh = inhibitors of human APE1 endonuclease. P27695. recombinant APE1, TAMRA/BHQ-2 abasic DNA cleavage fluorescence. Potency, µM (doses to about 65.8 µM), for inactives: at the highest dose activity change, negative = inhibition, actives largely listed as inhibitors. 350,000 tested, 0.35% active. AID 2517;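 also: plate controls were vehicle for no effect and reference inhibitor for full effect; nearly all actives have a fitted effect of over 55% in size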
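Measures dequenching upon AP-site incision of a 5'-TAMRA/3'-BHQ-2 THF-containing duplex, 50 nM; human APE1 0.75 nM after 15 min room-temperature exposure to compound; kinetic three-point read at one-minute spacing.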
BLM inh = Bloom syndrome helicase (human) inhibition; Potency, µM (titrated, usually from 56.1 µM), for inactives: top-dose activity change, negative = inhibition, most hits filed as inhibitors; 350,000 tested, 0.2% active; recombinant BLM DNA unwinding, fluorescence dequenching;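 also: plate controls were vehicle for no effect and no enzyme for full effect; nearly all actives have a fitted effect of over 35% in size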
G9a inh = inhibitors of human histone lysine methyltransferase G9a. Q96KQ7. Potency, µM (top dose mostly 102 µM), inactives show at the top dose activity, negative = inhibition, hits mostly inhibitors. G9a H3K9 monomethylation, AlphaScreen, 2 h. 350,000 tested, 8.8% active; also: % is scaled to controls: 0 for no effect and ±100 for the full control effect; nearly all actives have a fitted effect of over 75% in size
Target sequence (Q96KQ7 913-1193 limits assumed): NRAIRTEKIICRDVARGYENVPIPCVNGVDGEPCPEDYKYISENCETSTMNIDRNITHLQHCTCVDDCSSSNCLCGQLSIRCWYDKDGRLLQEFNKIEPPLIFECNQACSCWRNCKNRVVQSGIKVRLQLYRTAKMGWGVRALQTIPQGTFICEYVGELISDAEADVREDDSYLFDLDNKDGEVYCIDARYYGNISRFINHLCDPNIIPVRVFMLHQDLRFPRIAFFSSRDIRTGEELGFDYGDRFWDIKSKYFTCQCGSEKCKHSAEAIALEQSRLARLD
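Readings reflect AlphaScreen signal from monomethyl-H3K9 antibody detection. HMT at 20 nM; substrate b-H3K9 500 nM; cofactor SAM 20 uM; 2 h RT reaction; compounds tested as titrations in qHTS with 15 min preincubation.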
JMJD2A Tudor = blocks the human JMJD2A Tudor domain. O75164. AlphaScreen JMJD2A-Tudor / H3K4me3 peptide binding. Potency, µM (series often up to 114 µM), for the others: at the highest dose activity change, negative = inhibition, most hits filed as inhibitors. 390,000 tested, 4.4% active. AID 504339; also: % is scaled to controls: 0 for no effect and ±100 for the full control effect; nearly all actives have a fitted effect of over 50% in size
POLH inh = DNA polymerase eta (human) inhibition; Q9Y253; recombinant Pol eta, fluorescent DNA replication assay; Potency, µM (doses to about 114 µM), without a hit: at the top dose activity change, negative = inhibition, hits mostly inhibitors; 390,000 tested, 1.2% active; AID 588591; also: % is scaled to controls: 0 for no effect and ±100 for the full control effect
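Pol eta (10 nM) was preincubated with compounds for 15 min at room temperature, after which fluorescent replication substrate (50 nM final) was added to start the reaction. Fluorescence was read kinetically at 0 and 10 min.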
Active calls of the source: *; ? = inconclusive; . = not tested or not shown; & = joins results of further samples; [ ] = remark or other dose. Calls follow the shape of the dose curve; as a rule, active = well fitted curve in the direction sought with a large enough effect; inconclusive = small, poorly fitted or top-dose-only effect, or another doubt; inactive = no such curve, though single readings can be large; an effect the other way counts as inactive or inconclusive. Potency is read from the fitted curve at half-maximal effect. Only part of the results is shown; rates above refer to the full screens.

SMILES	Pol kappa inh	BAZ2B block	POLB inh	Pol iota inh	APE1 inh	BLM inh	G9a inh	JMJD2A Tudor	POLH inh
CCCCN1C=CC(=C2C(=O)c3ccccc3C2=O)C=C1	-7.2%	22.2%	3.5%	8.3%	4.4%	-0.6%	50.1µM*	-4.2%	-13.1%
CN(C(=O)c1c(Cl)cnn1C)C12CC3CC(CC(C3)C1)C2	-4.4%	6.9%	13.7%[57.1 µM]	57.7%[activator]	-2.1%	-0.5%	-7.2%	8.4%	-14.8%
O=C(COc1ccccc1Cl)NCC1(N2CCOCC2)CCCCC1	-21.8%	-11.3%	-15.7%	-15.1%	.	-2.1%	-3.6%[59 µM]	-16.9%	-8.8%
CC1Cc2cc(/C=C3/SC(=S)NC3=O)ccc2O1 (configuration not stated)	-15.7%	-36.1%	3.3%	-5.2%	2.2%	-6.6%	?	?	9.3%
CC(Oc1cc2oc(=O)c3c(c2cc1Cl)CCC3)C(=O)NCc1ccncc1 (configuration not stated)	-2.1%	1.7%	-12.3%	55.9%[activator]	-17.2%	-7.4%	.	-13.1%	-11.9%
O=C(CCn1c(=O)oc2ccccc21)N1CCCCCC1	0.2%	-4.6%	22.6%	19.5%	18.4%	-3.7%	8.1%[59 µM]	14.9%	4.1%
COc1cc(/C=C2\C(=N)N3N=CSC3=NC2=O)cc(Br)c1OC(=O)c1ccco1	-13.7%	-29.4%	?	?	-2.4%	-3.4%	?	-27.1%	79.4µM*
COc1ccccc1N1CCN(C(=O)C2CCN(S(=O)(=O)c3ccc(C)cc3)CC2)CC1	-17.2%	2.0%	15.9%	95.0%[activator]	-7.9%	-4.1%	-1.2%	-6.0%[11.4 µM]	-11.9%
CC(=O)Nc1ccc2ccccc2c1	-12.0%	6.7%	3.1%	-9.7%	-9.2%	-2.9%	22.9%[12.7 µM]	-8.1%	-4.5%
COc1ccc(-c2noc(-c3ccc(Cl)cc3[N+](=O)[O-])n2)cc1OC	-14.8%	-2.9%	-4.0%	16.8%	6.5%	-2.9%	19.4%[59 µM]	-23.6%	-10.8%
CCOc1cc(N2CCOCC2)c(OCC)cc1NC(C)C(=O)N1CCC(C)CC1 (configuration not stated)	-0.8%	-4.5%	-12.0%[57.1 µM]	7.7%	1.5%	-2.1%	39.8µM*	?	-15.1%
COc1ccc(NC(=O)CC2CCCCC2)cc1OC	-8.3%	-19.0%	7.4%	8.3%	-9.0%	-0.8%	9.9%[59 µM]	-4.3%	-1.4%
COCCNc1nnc(SCC(=O)N2CCN(S(=O)(=O)c3ccccc3)CC2)s1	-12.1%	5.9%	8.2%	14.1%	3.5%	-4.6%	?	3.0%	-2.0%
Cc1ccc(/C=C(\NC(=O)c2ccccc2)C(=O)NCCc2ccccn2)o1	-15.1%	-5.2%	-23.5%	15.8%	5.0%	-3.5%	?	-5.7%	-14.9%
Cc1ccccc1N/C(SCc1ccc(Cl)cc1)=C(/C#N)C(N)=O	-2.0%	-29.2%	-16.2%	112.5%[activator]	4.0%	-8.8%	14.2%[59 µM]	-24.7%	-21.5%
O=C1c2ccccc2NC(c2ccc(Br)s2)N1O (configuration not stated)	-13.5%	.	.	-2.1%	.	.	.	-14.6%	-1.9%
NNC(=O)CNC(c1ccccc1)c1cc(Cl)ccc1NC(=O)c1ccccc1 (configuration not stated)	-5.5%	-22.8%	13.8%	-2.3%	14.0%	-6.5%	-4.0%	-24.6%	-2.6%
Cc1ccc(S(=O)(=O)NCCSc2ccccc2)cc1[N+](=O)[O-]	-6.9%	-34.7%	-0.2%	7.5%	12.6%	-5.6%	-13.4%[59 µM]	-24.5%	-28.2%
CCOc1ccc2c(c1)c(=O)c(S(=O)(=O)c1ccc(CC)cc1)cn2C	-9.2%	-9.9%[57.1 µM]	-7.9%	-2.2%	27.0%	-3.9%	5.1%	-8.4%	-9.7%
O=C(CCS(=O)(=O)c1cc(Br)cc2c1N(C(=O)C1CC1)CC2)Nc1ccc(Br)cc1F	8.0%	-3.5%	23.1%	1.2%	.	-3.5%	-24.4%[59 µM]	-8.2%	4.1%
CCC(=O)Nc1sc(Cc2ccc3c(c2)OCO3)c(C)c1C(N)=O	-25.3%	-31.6%	4.9%	16.1%	3.2%	-2.6%	10µM*	-23.1%	-0.3%
Cc1nc(CSc2n[nH]c(=O)n2-c2ccccc2)cs1	-0.4%	-1.5%	14.1%	18.6%	12.6%	-1.3%	.	4.3%	-5.1%
COc1ccccc1-c1ccc(SCc2cccc(C)c2)nn1	-1.8%	50.8%[activator]	1.9%	162.4%[activator]	8.7%	-11.1%	30.9%	-3.6%	-8.6%
COCCn1c(SCc2cccnc2)nnc1-c1ccco1	0.6%	-2.2%	8.1%	7.4%	-3.6%	-6.3%	?	-5.7%	6.9%
O=C(Nc1cc(C(F)(F)F)ccc1N1CCOCC1)c1cccc(F)c1	-11.8%	32.2%[activator]	3.6%	7.7%	2.8%	3.0%	-18.4%[59 µM]	-5.3%	-28.3%
SMILES	Pol kappa inh	BAZ2B block	POLB inh	Pol iota inh	APE1 inh	BLM inh	G9a inh	JMJD2A Tudor	POLH inh
CC1(C)CC(=O)C=C(NCCN2CCN(C(=S)Nc3ccccc3)CC2)C1	-2.0%	3.6%	14.6%	?	-4.8%	-0.1%	.	5.4%	-17.7%
CCCCN(CC)CCCNC(=S)Nc1ccc2nc(N3CCN(CC)CC3)cc(C)c2c1	-2.8%	-20.0%	-1.6%	-1.1%	-4.1%	39.8%[activator]	50.1µM*	-26.4%	-7.0%
Nc1c(C(=O)Nc2ccc(Cl)cc2)sc2nc(N3CCOCC3)c3c(c12)CCCC3	-13.5%	-13.3%	0.2%	-17.7%	23.9%	-1.4%	22.4µM*	-18.7%	-4.4%
Cc1cc(C)cc(N2CC(c3nc4ccccc4n3C)CC2=O)c1 (configuration not stated)	-4.1%	5.8%	4.8%	13.7%	-12.0%	-1.6%	?	-15.0%	0.2%
COC(=O)C1=C(C)N(CCCC(=O)O)C(=O)NC1c1ccc(Cl)cc1 (configuration not stated)	10.1%	.	.	-12.7%	.	.	.	-14.5%	-7.5%
CC(=O)N(CCC(c1ccco1)C(C)C)Cc1ccc(Cl)cc1 (configuration not stated)	-3.8%	-22.2%	-0.7%	23.7%	7.4%	-10.1%	14.3%	-6.4%	-26.2%
Cc1ccc(/C=C/C(=O)NN2CCN(C)CC2)cc1	4.4%	0.2%	12.1%	11.6%	5.4%	-12.2%	.	-2.3%	-19.7%
COc1ccc(-c2cccc(-c3cc(=O)oc4cc(OC)c(OC)c(OC)c34)c2)cc1	0.5%	.	.	8.6%	0.5%&-2.8%	-4.2%[75.6 µM]	?	-7.2%	-16.9%
Cc1c(C(=O)N(Cc2ccncc2)CC2CCCO2)oc2c(F)cccc12 (configuration not stated)	-3.9%	-8.8%	10.6%	9.7%	-4.8%	-1.3%	.	-20.8%	-3.8%
Cc1ccc(S(=O)(=O)N2CCN(CC(=O)NC3CCCc4ccccc43)CC2)cc1C (configuration not stated)	-8.9%&-11.2%	-33.1%	?	19.8%&-5.8%	-4.7%	-20.2%	?	-18.6%&-23.1%	-22.9%&-23.7%
COc1ccc(N(CC(=O)NCCc2cccc(C)c2)S(=O)(=O)c2c(C)nn(C)c2C)cc1	-4.7%	.	1.4%	14.9%	.	-3.1%	7.1%[59 µM]	-6.0%	-24.6%
COc1ccccc1OCCNC(=O)c1cccc(S(=O)(=O)N2CC(C)OC(C)C2)c1 (configuration not stated)	-4.6%	-10.1%	-9.7%	16.0%	-19.7%	-0.7%	-46.8%	-13.1%	3.0%
Cc1ccc(-c2nc(S(=O)(=O)c3ccc(Cl)cc3)c(N3CCCCC3)o2)cc1	2.4%	?	3.1%	18.0%	.	-6.9%	2.82µM*	-33.7%	-12.4%
CCCC(C)NC(=O)Cc1ccc(S(=O)(=O)N2CCOCC2)s1 (configuration not stated)	18.8%	-4.0%	.	32.5%	-17.4%	.	-6.2%[12.7 µM]	-4.7%	-8.0%
O=C(NCCCn1ccnc1)/C(=C/c1ccc(Cl)cc1)NC(=O)c1ccccc1	-0.6%	50.1µM*	20.0%	124.1%[activator]	1.8%	1.7%	3.5%	-31.0%	-17.8%
COc1ccc(NC(=O)c2csc(Cc3ccccc3)n2)cc1	-14.1%	19.6%	2.9%	-2.1%	-1.5%	-4.1%	52.6%[activator]	24.3%	-2.5%
CN(C)N1C(N)=C(C#N)C(c2ccsc2)C2=C1CC(C)(C)CC2=O (configuration not stated)	-19.7%	4.9%	-10.0%	23.6%	1.3%	-2.9%	9.5%[59 µM]	-19.3%	-12.6%
NC(=O)NC(=O)CSc1ccccc1	-3.9%	-9.5%	25.4%	201.6%[activator]	14.4%	-1.9%	14.2%	-7.1%	-10.0%
O=C(CSc1ccc(-c2cccnc2)nn1)Nc1ccc(F)c(F)c1	-16.5%	-13.1%	0.3%	17.6%	5.0%	-3.2%	-11.2%	-19.9%	-21.9%
COc1cc(NC(=O)CSc2nnnn2C2CCCC2)cc(OC)c1	8.3%	-9.4%	15.9%	15.3%	28.7%	-4.0%	15.4%	4.5%	-4.8%
CC(=O)N1N=C(c2ccc(C)o2)CC1c1cccc(F)c1 (configuration not stated)	-21.0%	-14.7%	18.0%	?	18.5%	1.3%	.	-24.6%	-0.9%

Compounds above with a thiophene ring, fused or not, in the order listed:
SMILES	Pol kappa inh	BAZ2B block	POLB inh	Pol iota inh	APE1 inh	BLM inh	G9a inh	JMJD2A Tudor	POLH inh
O=C1c2ccccc2NC(c2ccc(Br)s2)N1O (configuration not stated)	-13.5%	.	.	-2.1%	.	.	.	-14.6%	-1.9%
CCC(=O)Nc1sc(Cc2ccc3c(c2)OCO3)c(C)c1C(N)=O	-25.3%	-31.6%	4.9%	16.1%	3.2%	-2.6%	10µM*	-23.1%	-0.3%
Nc1c(C(=O)Nc2ccc(Cl)cc2)sc2nc(N3CCOCC3)c3c(c12)CCCC3	-13.5%	-13.3%	0.2%	-17.7%	23.9%	-1.4%	22.4µM*	-18.7%	-4.4%
CCCC(C)NC(=O)Cc1ccc(S(=O)(=O)N2CCOCC2)s1 (configuration not stated)	18.8%	-4.0%	.	32.5%	-17.4%	.	-6.2%[12.7 µM]	-4.7%	-8.0%
CN(C)N1C(N)=C(C#N)C(c2ccsc2)C2=C1CC(C)(C)CC2=O (configuration not stated)	-19.7%	4.9%	-10.0%	23.6%	1.3%	-2.9%	9.5%[59 µM]	-19.3%	-12.6%
